hK5 inh: inhibitors of human kallikrein 5; 210,000 tested, 0.59% active; recombinant hK5, fluorogenic AMC substrate cleavage; inhibition, % at 5 µM; Q9Y337; AID 873;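 active means inhibition of 40% or more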;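 further: 0% = enzyme controls without compound and 100% = no-enzyme blanks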
Target sequence (Q9Y337 67-293 limits assumed): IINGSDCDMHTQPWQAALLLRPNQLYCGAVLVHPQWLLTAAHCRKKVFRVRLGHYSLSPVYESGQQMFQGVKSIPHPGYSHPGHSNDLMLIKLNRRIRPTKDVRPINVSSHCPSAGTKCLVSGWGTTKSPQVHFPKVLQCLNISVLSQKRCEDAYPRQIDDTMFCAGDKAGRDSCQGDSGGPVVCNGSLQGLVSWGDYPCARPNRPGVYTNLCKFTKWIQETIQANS
FXIIa inh 1536: factor XIIa (human) inhibition; P00748; purified FXIIa, Boc-QGR-AMC fluorogenic substrate, 2 h; inhibition, % at 5 µM; 220,000 tested, 0.3% active; AID 800; in the data active means inhibition above about 40%;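 further: 0% = enzyme with no compound and 100% = blank without enzyme; many of its hits are not listed in these tables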
Target sequence (P00748 20-372 limits assumed): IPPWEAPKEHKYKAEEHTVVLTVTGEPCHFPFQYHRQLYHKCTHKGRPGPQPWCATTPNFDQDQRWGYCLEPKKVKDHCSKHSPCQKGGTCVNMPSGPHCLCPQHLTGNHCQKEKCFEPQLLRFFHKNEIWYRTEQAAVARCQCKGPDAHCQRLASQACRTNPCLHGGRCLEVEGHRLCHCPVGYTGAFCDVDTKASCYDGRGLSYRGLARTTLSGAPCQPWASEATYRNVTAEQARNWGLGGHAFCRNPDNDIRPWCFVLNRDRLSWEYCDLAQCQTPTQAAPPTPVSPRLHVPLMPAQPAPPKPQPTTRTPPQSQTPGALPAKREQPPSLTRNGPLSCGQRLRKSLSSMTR
Target sequence (P00748 373-615 limits assumed): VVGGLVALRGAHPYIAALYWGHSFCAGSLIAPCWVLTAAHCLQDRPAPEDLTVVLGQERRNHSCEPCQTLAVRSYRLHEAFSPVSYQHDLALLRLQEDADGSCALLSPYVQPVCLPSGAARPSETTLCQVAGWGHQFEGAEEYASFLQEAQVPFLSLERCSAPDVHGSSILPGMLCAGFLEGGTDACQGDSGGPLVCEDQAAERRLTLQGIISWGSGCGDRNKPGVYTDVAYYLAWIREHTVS
Rad51 HR inh: blocks human Rad51 in homologous recombination; AID 1385; inhibition, % at 10 µM; 200,000 tested, 0.085% active; Q06609; hRad51 DNA strand exchange, fluorescence dequenching;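 active means inhibition above 40% at the single screening dose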;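 further: 0% = DMSO control wells and 100% = blanks with heterologous ssDNA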
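material = hRad51 filaments on single-stranded DNA | reagent = Donor/quencher-labelled 47-bp dsDNA substrate | compound = 10 µM final, single point | schedule = strand-exchange reaction 15 min at room temperature | measured by = fluorescein emission 520 nm, excitation 485 nm | read-out basis = % inhibition versus plate control and blank means | benchmarks = plate controls and plate blanks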
Thrombin inh: thrombin (human) inhibition | P00734 | 220,000 tested, 0.26% active | AID 1046 | alpha-thrombin, Boc-VPR-AMC fluorogenic substrate cleavage | inhibition, % at 5 µM;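 active means inhibition at or above 40%; inactive means inhibition below 40%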;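 further: 0% = enzyme with no compound and 100% = wells without enzyme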
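System – human alpha-thrombin · Medium – pH 7.5 Tris (50 mM) with NaCl 150 mM, Tween 20 0.05% · Compound – single-point dosing at 5 µM, 0.2% DMSO · Incubation – enzyme reaction carried out at room temperature · Technique – fluorescence of released AMC, ex 355 nm, em 460 nm · Read-out basis – % inhibition of thrombin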
zVAD death inh: L929 zVAD cell death inhibition; L929 zVAD necroptosis rescue, ATP luminescence, 24 h; with zVAD 60 µM; 220,000 tested, 0.38% active; viability rescue, % at 10 µM; AID 1377;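 active means activation, scaled between plate controls, above about 75%, limit read from the data; inactive means activation under that limit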;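 further: 0% = zVAD with DMSO and 100% = DMSO alone without zVAD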
TNF necrop inh: blocks TNF-alpha induced death of Jurkat FADD-/- cells. 220,000 tested, 0.068% active. AID 463075. Jurkat FADD-/- TNF necroptosis rescue, ATP luminescence, 24 h; 0 = TNF only, 100 = no-TNF cells. activation (protection from cell death), % at 10 µM;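 active means activation, meaning protection from cell death, of at least 50% relative to plate controls; inactive means activation below 50%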;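 further: necroptosis triggered by 40 ng/mL TNF-alpha added together with compound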
KCC2 mod: KCC2 (human) Cl- transport modulation; Q9H2X9; KCC2 cells, thallium flux FluoZin-2 fluorescence; B-score of Tl+ flux slope (higher = more flux/activation; lower = inhibition) at 10 µM; 190,000 tested, 2.2% active; AID 1456;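 active means thallium flux slope and its plate-corrected score both differing from the plate sample mean at a set confidence after two filtering rounds, in either direction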;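 further: slope of fluorescence scaled to starting intensity during 10 to 20 s after thallium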
FXIa inh: factor XIa (human) inhibition. 220,000 tested, 0.14% active. inhibition, % at 5 µM. purified FXIa, Boc-Glu-Ala-Arg-AMC fluorogenic substrate. AID 798;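 active means inhibition of at least 40%; inactive means inhibition below 40%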;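 further: fluorescence of freed AMC excited at 355 nm; 0% = enzyme without compound and 100% = no enzyme blank; many of its hits are not listed in these tables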
Hck Nef HTS: inhibitors of human Hck kinase activated by Nef; P08631; Recombinant Hck-YEEI plus Nef, Z-Lyte FRET kinase assay; inhibition, % at 20 µM; 220,000 tested, 0.68% active; AID 463187;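 active means Hck-Nef kinase inhibition above about 50%, limit read from the data; inactive means inhibition below that limit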;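 further: 0% = DMSO with Hck plus Nef and 100% = Hck alone without Nef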
Starred values were filed as active, the others as inactive; nt = not tested or not shown. Not all compounds are listed; rates above refer to the full screens.

Structure,hK5 inh,FXIIa inh 1536,Rad51 HR inh,Thrombin inh,zVAD death inh,TNF necrop inh,KCC2 mod,FXIa inh,Hck Nef HTS
CN(c1cccc(NC(=O)c2ccc(C(C)(C)C)cc2)c1)S(C)(=O)=O,nt,5,10,-2,77*,-1.9,0.97,1,3
OCCC1CN(Cc2cccc3c2OCO3)CCN1C1CCCCC1 (stereo unspecified),nt,6,-23,-8,-1.4,0.5,-0.35,-1,7
COc1ccccc1CNC(=O)C1CCN(S(=O)(=O)N2CC(C)CC(C)C2)CC1 (stereo unspecified),-14,17,-3,1,0.5,-1.8,-2.7,0,3
O=C(C1CCN(S(=O)(=O)c2cccc3cccnc23)CC1)N1CCN(c2ccccc2)CC1,-9,32,5,3,0.1,-3.8,-0.13,24,-5
COC(=O)/C=c1/sc2nc3ccccc3n2c1=O,-4,11,3,4,-0.2,-0.6,0.62,2,-2
Cc1cc(C)nc(Sc2ccc3nnc(C(F)(F)C(F)(F)C(F)(F)F)n3n2)n1,10,10,1,-1,0.2,6.2,0.11,-2,10
COCCSc1nc2c(c(=O)[nH]c(=O)n2C)n1Cc1cccc(C)c1,-1,12,-2,-4,-0.5,-6.1,-0.55,3,-3
O=C1CC(N2CCC(c3nc4ccccc4[nH]3)CC2)C(=O)N1c1cccc(F)c1 (stereo unspecified),-1,2,-3,-8,5.6,2.0,0.92,-5,20
Cc1oc(C(C)(C)C)cc1C(=O)Nc1ccc2c(c1)OCCO2,40*,3,nt,22,0.8,-2.4,-1.1,0,2
O=C(COC(=O)[C@H](Cc1ccccc1)N1C(=O)c2ccccc2C1=O)Nc1ccc2c(c1)OCO2,-3,14,-3,2,0.4,-4.9,-0.25,-7,1
Cc1ccc(S(=O)(=O)N2CC(O)CC2C(=O)OCc2nc3sc(C)c(C)c3c(=O)[nH]2)cc1 (stereo unspecified),-22,10,5,0,1.3,1.2,-0.9,8,-1
Cc1cc(C(=O)NNC(=S)NC(C)c2ccccc2)c2ccccc2n1 (stereo unspecified),-192,12,2,2,-0.2,-0.7,-1.2,3,3
Nc1nnc(CCS(=O)(=O)c2cc(Cl)ccc2Cl)s1,-2,11,8,1,-0.3,-2.2,0.68,0,0
Cc1cccc(NC(=S)NNc2ncc(C(F)(F)F)cc2Cl)c1,-95,-1,1,-8,0.4,2.4,16*,-4,2
COc1cccc(NC(=O)CNC(=O)c2ccc(F)cc2)c1,-6,12,-4,1,nt,1.4,0.41,-3,-6
Cc1ccc2c(C)c(C(=O)Nc3ccc(S(N)(=O)=O)cc3)oc2c1C,-7,-3,2,1,10.0,0.8,0.81,-8,15
Cc1ccc(NC(=O)OCCN2CCN(Cc3ccccc3)CCC2=O)cc1C,-13,2,5,-9,1.7,0.2,0.83,-7,-2
Cc1ccccc1-c1ccc(C(=O)Nc2cccc(F)c2)o1,-6,12,13,2,29,3.6,0.68,4,-5
O=S(=O)(Nc1ccc2c(c1)nc1n2CCN(Cc2ccccc2)C1)c1ccc(Cl)cc1,-9,-7,-2,-1,-0.2,-13,-1.3,1,2
CC(C)(C)c1cc(NC(=O)CCSc2nnc3ccccn23)cc(C(C)(C)C)c1,-6,11,-2,-1,0.4,-0.6,0.71,6,8
O=C(Cc1ccc(F)cc1)N/N=C/c1ccccn1,-20,4,nt,-5,1.1,-0.1,1.1,-1,1
CN(C(=O)c1cc2c(s1)-c1ccccc1S(=O)(=O)C2)c1ccccc1F,1,5,18,-6,0.2,-5.9,0.54,-3,8
CCOC(=O)Cc1[nH]nc2c1C(c1cccc(OC)c1OC)C(C#N)=C(N)O2 (stereo unspecified),-13,9,nt,0,0.2,0.7,-2.3,-8,4
O=C(O)C1C2C=CC(C2)C1C(=O)N1CCN(C/C=C/c2ccccc2)CC1 (stereo unspecified),8,16,nt,10,0.0,-1.7,0.92,7,1
COc1ccc(OC)c(N(CC(=O)NCc2cccnc2)S(C)(=O)=O)c1,37,39,7,21,1.1,-0.4,nt,10,6
Cc1cnc(N2C(=O)c3ccc([N+](=O)[O-])cc3C2=O)s1,-25,-1,7,4,1.0,-0.6,-0.082,-2,-4
CCOc1oc(-c2ccc(OC)cc2)nc1C(F)(F)F,-3,7,-5,-7,0.4,-0.4,nt,-1,-2
N/C(=N/O)C(c1ccccc1)c1ccccc1,-6,16,nt,1,0.8,1.7,1.4,9,4
CC(C)C1CC(c2ccccc2)(C(CN)CO)CCO1 (stereo unspecified),1,8,10,4,-0.8,0.8,-0.29,1,0
CS(=O)(=O)NCc1nnc(SCc2ccc(C(F)(F)F)cc2)o1,3,7,nt,2,0.1,6.6,0.0069,2,22
O=C(COC(=O)c1cccc(S(=O)(=O)NCc2ccccc2)c1)c1ccc2c(c1)OCCO2,-12,4,-8,-14,0.6,1.7,-0.34,-6,2
C=CCNc1ncnc2sc(SC)nc12,-1,3,3,-4,-0.7,0.1,0.0014,-7,18
O=C(CCC1CCCN(C(=O)c2ccoc2)C1)NCc1ccc(F)c(F)c1 (stereo unspecified),5,9,9,-4,2.1,1.3,0.22,12,18
O=c1ccn(-c2cccc(C(F)(F)F)c2)nc1-c1ccn(-c2cccc(Cl)c2)n1,-1,6,-1,-1,-0.3,-4.0,nt,0,5
COc1ccccc1N1CCN(S(=O)(=O)c2ccc(Cl)s2)CC1,-4,14,8,3,0.2,-1.0,nt,4,1
CN(c1ccccc1)c1nc(N2CCCC2)nc(-n2ccnc2)n1,-9,24,-1,3,13,-2.5,nt,20,2
CCC(C)(C)NC(=O)/C=C/c1ccccc1[N+](=O)[O-],3,8,2,-10,2.2,-0.2,0.34,-2,21
Cc1cc(=O)n2[nH]c(C)c(-c3ccccc3)c2n1,-4,-2,nt,-18,0.2,-3.0,-0.045,2,-2
Nc1nnnn1CC(=O)N/N=C/C=C/c1ccccc1,4,15,-7,4,0.0,2.0,0.48,4,22
O=C(c1ccc(F)cc1)N1CCN(c2cnn(-c3ccccc3)c(=O)c2Cl)CC1,4,8,-16,-1,0.1,0.8,0.18,1,-11
Cc1ccc2cc(CN(C(=O)c3ccco3)c3ccccc3C)c(=O)[nH]c2c1,-7,8,3,1,-0.3,-2.0,0.78,1,2
CC(=O)Nc1ccc(NC(=O)COC(=O)c2ccccn2)cc1,-8,2,14,-3,0.8,-0.2,-0.92,-5,0
CC(=O)c1ccc(NC(=O)Nc2ccc([N+](=O)[O-])cc2)cc1,-16,5,nt,-8,3.4,3.7,-0.92,5,1
COc1ccc(NC(=O)Nc2nc(C)cc(C)n2)c(OC)c1,-2,-1,nt,-12,-0.8,2.8,-0.16,-4,12
CCNC(=S)NN(c1ccccc1)c1ccccc1,-11,13,-5,-4,0.4,-1.3,-0.33,6,-1
CN(CCOC(=O)c1ccc2c(c1)OCCO2)C(C)(C)C,25,7,-2,-2,-0.1,0.5,0.24,-2,8
CCOC(=O)C(=O)Nc1cc([N+](=O)[O-])ccc1C,-9,-1,nt,-6,0.8,1.2,0.36,-4,1
COc1ccc(/C(C)=N/NC(=O)c2ccccc2OCc2ccccc2)c(OC)c1,4,8,5,2,1.2,0.2,nt,1,22
C/C(N)=C(/C#N)C(=O)COc1ncnc2ccccc12,-7,8,1,2,0.2,4.6,0.85,2,0
NC(=O)N/N=C\c1cc(Br)ccc1O,-34,-6,0,-9,1.4,-2.4,0.0035,-5,10
O=C(Nc1ccc(N2CCOCC2)cc1)c1cccc(S(=O)(=O)N2CCC(Cc3ccccc3)CC2)c1,-11,8,-8,1,0.0,2.4,-1.5,3,7
CCOC(=O)c1c(C)nn(-c2ccc(NC(=O)CSCC(=O)O)cc2)c1C,-2,6,12,-4,0.7,0.9,-0.069,-2,11
Cc1nn(-c2ccccc2)c(C)c1C(=O)OCC(=O)NCc1ccco1,2,21,0,1,-0.1,0.3,nt,-6,1
COc1ccc(CCNC(=O)C(=O)NCC2OCCN2S(=O)(=O)c2ccc(Br)cc2)cc1OC (stereo unspecified),-10,4,-6,-5,0.6,-1.6,0.028,-4,-1
O=S(=O)(Nc1cccc(-c2cn3cccnc3n2)c1)c1ccc(F)cc1,-27,-8,2,-16,-0.2,2.5,-0.23,-6,4
COc1cc2c(cc1OC)CN(C(=O)/C=C/c1cccs1)CC2,3,11,28,4,-0.9,-14,-0.62,4,16
CC12CCC(C(=O)N(CSC(=S)N/N=C\c3ccccc3Cl)C1=O)C2(C)C (stereo unspecified),-4,11,-8,1,0.5,-1.8,nt,5,-1
Cc1cccc(C)c1NC(=O)c1cc(S(=O)(=O)N2CCOCC2)ccc1F,-6,17,-1,-6,-0.4,-0.3,0.73,11,-1
COC(=O)C/C=C/[C@@H](C)[C@@H](/C=N/OC[C@@H](C)[C@H](OCc1ccccc1)C(C)C)NS(=O)(=O)c1ccc(C)cc1,-7,10,nt,-2,6.8,2.7,-0.42,-2,-4
Cc1ccc(C)c(C(=O)NC2CC(C)(C)NC(C)(C)C2)c1,-3,-9,1,-11,0.5,-0.2,0.09,-6,-1

Further results follow:
Structure,hK5 inh,FXIIa inh 1536,Rad51 HR inh,Thrombin inh,zVAD death inh,TNF necrop inh,KCC2 mod,FXIa inh,Hck Nef HTS
CC(C)CNC(=S)Nc1ccccc1F,-4,6,0,-7,0.0,-0.8,0.3,7,2
O=C(O)c1ccccc1S(=O)(=O)c1ccccc1CO,-10,10,-9,7,0.0,-2.9,0.095,4,-1
NC(=O)C1CCN(C(c2ccccc2Cl)c2nnnn2CC2CCCO2)CC1 (stereo unspecified),2,10,-4,-6,0.5,-3.9,0.97,-6,0
COc1ccc(C(=O)c2c(N)sc3c2CCN(C(=O)OC(C)(C)C)C3)cc1,-2,6,-24,-3,0.0,1.0,-0.09,-2,28
Cc1nnc(SCC(=O)NC2CC2)n1CC1CCCO1 (stereo unspecified),-15,-1,5,1,4.0,1.0,-0.27,-1,3
O=C(NCc1cccs1)c1cc2c(s1)-c1ccccc1OC2,-21,-15,-1,-14,3.6,1.2,0.73,-14,16
Cc1cc(C)n(-c2ccc(C(=O)NC(C)C)cc2)n1,-22,11,1,-8,-0.2,0.4,nt,8,0
C=C(C)Cn1c(=S)[nH]c2ccccc2c1=O,1,10,-1,-7,-0.1,0.0,25*,-7,-2
CN1C(=O)/C(=C/c2cc(C(C)(C)C)c(O)c(C(C)(C)C)c2)NC1=S,1,12,4,17,0.7,-0.9,12*,0,25

Bioassay records from PubChem BioAssay.
